High-throughput results deposited in PubChem BioAssay by several laboratories.
PMI inhibition: human PMI inhibitors, high substrate, primary screen, biochemical, fluorescence intensity, high mannose 6-phosphate (AID 1220) | recombinant PMI enzyme, coupled fluorescence intensity; higher % means a stronger effect | one-dose inhibition, % at 20 µM; IC50 in µM for titrated hits | actives 0.66% (n = 190,000)
PMI inhibitors: MPI enzyme activity inhibition – biochemical, fluorescence intensity, coupled assay, primary screen (AID 1209); purified PMI enzyme, coupled fluorescence intensity; higher % means a stronger effect; inhibition, % at 20 µM; hits with a dose series show IC50 in µM; actives 0.42% (n = 190,000);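 further: plate controls were DMSO vehicle for no effect and wells lacking substrate for full effect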
RSV antiviral HEp-2: RSV antiviral activity via CPE protection, HEp-2 cells, primary 10 µM value included (AID 2391) | CPE inhibition, % at 10 µM; hits with a dose series show IC50 in µM | actives 0.13% (n = 310,000) | HEp-2 cells, RSV-induced CPE inhibition; higher % means a stronger effect; in the data active means a potency from the dose series; inconclusive means CPE inhibition mostly from about 23% at the one dose, without a potency; inactive means the rest, 99 in 100 with CPE inhibition below about 21%; further: strong numbers were not always called active
WT yeast gro inh: growth inhibition of WT yeast, mitochondrial fusion screen; mitochondrial fusion phenotypic screen, WT strain; inhibition, % at 10 µM; actives 2.1% (n = 190,000); in the data active means inhibition above about 58%; tested in S. cerevisiae
XIAP displacement: small molecules displacing peptide from XIAP – biochemical, IAP family, fluorescence polarization (AID 1018). XIAP BIR domain, fluorescence polarization peptide displacement; higher % means a stronger effect. displacement, % at 20 µM, or IC50 in µM where a hit was titrated. actives 0.007% (n = 200,000); in the data active means displacement above about 50%; further: a part of the inactive calls stands beside numbers as strong as those of hits
Myeloid diff 2: compounds promoting myeloid differentiation. ER-HoxA9 myeloid progenitors, lysozyme-GFP differentiation, flow cytometry. calls only at 10 µM. actives 1% (n = 360,000). AID 624256;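 active means normalized GFP-positive differentiation at or above the plate's own cutoff, the solvent-only control mean plus 3 SD; inconclusive means no clear call, values can overlap the other calls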;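 further: cells exposed to compound for four days before flow analysis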
PhoP inhibition: PhoP-dependent GFP reporter repression – Salmonella Typhimurium, primary screen (AID 1863). actives 0.16% (n = 300,000). S. Typhimurium PhoP-regulated promoter GFP reporter, 4 h; higher % means a stronger effect. one-dose inhibition, % at 50 µM; IC50 in µM for titrated hits;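 active means inhibition over 29.93%, a cutoff 3 SD above the screen mean, later confirmed by dose response; inconclusive means inhibition over 29.93% but no dose response follow-up; inactive means inhibition at most 29.93% or unconfirmed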;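 further: 0% = low Mg2+ inducing control and 100% = high Mg2+ repressing control; strong numbers were not always called active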
TNAP activators: stimulation of alkaline phosphatase TNAP activity – biochemical, luminescent, no phosphate acceptor, uHTS, primary screen (AID 1001); purified TNAP, luminescent activation assay, no phosphate acceptor; higher activation fold means a stronger effect; one-dose activation fold at 20 µM; EC50 in µM for titrated hits; actives 0.03% (n = 200,000); in the data active means activation fold from about 3, or a potency from the dose series; inactive means the rest, 99 in 100 with activation fold below about 1.6; further: many of its hits are not listed in these tables
Siah-1 displacement: blockers of Siah-1 interaction with plectin peptide – biochemical, fluorescence polarization, rhodamine-plectin, uHTS, primary screen (AID 1817); Siah-1 / rhodamine-plectin peptide fluorescence polarization; higher % means a stronger effect; displacement, % at 20 µM; hits with a dose series show IC50 in µM; actives 0.02% (n = 290,000);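 active means displacement of at least 50% at 20 µM, with a fluorescence ratio check between 0.3 and a set limit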;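 further: plate controls were Siah plus tracer with DMSO for no effect and tracer alone without Siah for full effect; strong numbers were not always called active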
WT yeast gro inh mutant strain: recorded beside WT yeast gro inh, whose call it bears; inhibition, %; mitochondrial fusion phenotypic screen, mutant strain inhibition
Myeloid diff 2 GFP+ MAC1+ %: also measured in Myeloid diff 2; calls as there; GFP+ MAC1+ double positive, %; measured here: differentiation confirmed by MAC1 staining
Active calls of the source: *; i = inactive; ? = inconclusive; . = not tested or not shown; & = joins results of further samples. Unless noted, no stated cut-off is given here; in the data, active means inhibition above about 50%; inactive means the rest. Random draw from the library; about 3.1% have a hit in one of these screens.

SMILES | PMI inhibition | PMI inhibitors | RSV antiviral HEp-2 | WT yeast gro inh | WT yeast gro inh mutant strain | XIAP displacement | Myeloid diff 2 | Myeloid diff 2 GFP+ MAC1+ % | PhoP inhibition | TNAP activators | Siah-1 displacement
CCC(C(=O)Nc1ccc2c(c1)OCCO2)n1nnc2ccccc2c1=O (stereo not given) | . | . | 3.9% | . | . | . | i | 2.4 | 2% | . | 1%
CC(C)[C@H](NC(=O)c1ccc(F)cc1)C(=O)NC1=NCCS1 | -2% | 0% | 0.1% | 5 | -2 | -13% | i | 0.3 | 5% | 1 | -2%
C/C(=N\OC(=O)c1ccc(C)cc1)c1sc(C)nc1C | 5% | 5% | 4.5% | 3 | 14 | -6.0% | i | 0.4 | -3% | 1.1 | -2%
O=C(NCc1ccco1)c1ccc(Cn2c(=O)c3ccccc3n(Cc3ccc(Cl)cc3)c2=O)cc1 | -1% | 15% | 0.58µM* | -13 | -8 | -22% | i | 0.4 | -4% | 1 | -1%
COCCN1C=C2C(=O)C(C)(OC(=O)c3cccs3)C(=O)C=C2C=C1CCCC(=O)OC (stereo not given) | . | . | 2.1% | . | . | . | i | 1.0 | -7% | . | 49%
Cc1ccc(C2=Nc3ccccc3N=C(c3ccc([N+](=O)[O-])cc3)C2)c(O)c1 | -9% | 1% | 4.1% | 7 | 0 | -4.6% | i | 0.4 | 18% | 1 | 2%
COc1ccc(CCn2c(C)cc(C(=O)COC(=O)c3cnccn3)c2C)cc1 | . | . | 0.9% | . | . | . | i | 0.5 | 1% | . | 4%
CCc1ccc(C2CC(c3ccccc3Cl)Nc3nc(N)nn32)cc1 (stereo not given) | 22% | 22% | 3.5% | 11 | 9 | -2.1% | i | 0.3 | 8% | 1 | 2%
CC(C)(NO)/C(=N\O)c1ccc(Cl)cc1 | -20% | -11% | . | 21 | 17 | -4.7% | i | 0.8 | -6% | 1.1 | -2%
CC(C(=O)Nc1cccc(Br)c1)c1ccc([N+](=O)[O-])cc1 (stereo not given) | 6% | 16% | 9.0% | 8 | -13 | -6.3% | i | 0.4 | 3% | 1 | -3%
O=C(Cn1nc(-c2ccc(Cl)cc2)ccc1=O)N1CCN(c2ccccc2)CC1 | 7% | 1% | 6.2% | 14 | 28 | . | i | 1.8 | -7% | 0.9 | -4%
CCN(CC(=O)NC1CCS(=O)(=O)C1)c1nc(-c2cccnc2)nc2ccccc12 (stereo not given) | -3% | -12% | 0.2% | -15 | -33 | -5.8% | i | 1.1 | 1% | 1 | -3%
COc1ccc(O)c(CN2CCN(C/C=C/c3ccccc3)CC2)c1 | -3% | -1% | -1.4% | 4 | 13 | 2.5% | i | 1.1 | 1% | 1.1 | 5%
O=C(c1ccc2c(c1)OCO2)C1CCCN(C(=O)c2cnn(Cc3ccccc3)c2)C1 (stereo not given) | -4% | -2% | -1.7% | 6 | 11 | -5.2% | i | 0.3 | 0% | 1 | -1%
CCOC(=O)C1C(=O)C=C(C)C(C(=O)OCC)C1c1ccc(OC)cc1 (stereo not given) | 9% | 3% | 1.1% | 13 | 14 | -2.0% | i | 4.8 | 13% | 1 | 2%
CC(=O)c1ccc(NC(=O)CSc2ccc3nnc(-c4ccccn4)n3n2)cc1 | . | . | 2.4% | . | . | . | i | 6.0 | -1% | . | 3%
c1ccc(-c2cn3c4c(sc3n2)CCCC4)cc1 | 6% | 12% | 11% | -4 | 4 | -1.8% | i | 0.3&14 | -3% | 1.1 | 0%
NNC(=O)c1cc(-c2ccccc2)sc1N | . | . | 1.3% | . | . | . | i | 0.3 | -3% | . | -5%
COC(=O)c1cccc(-n2nnnc2SCC(=O)Nc2nc3c(s2)CCCC3)c1 | 14% | 15% | -0.5% | 1 | -1 | -2.3% | i | 2.7 | -5% | 1.1 | 2%
CCOC(=O)C1(Cc2cccc(F)c2)CCN(C(=O)COC)CC1 | . | . | 0.2% | . | . | . | i | 0.6 | -10% | . | 0%
O=C(O)c1ccccc1Cc1nc2cc(Cl)ccc2c(=O)[nH]1 | -7% | -7% | 0.8% | -5 | -1 | -5.9% | . | . | 3% | 1 | 2%
O=C(COc1ccc([N+](=O)[O-])cc1)NNC(=S)NC(=O)c1ccc(Br)cc1 | 2% | 23% | -3.2% | 70* | 45* | -4.9% | i | 0.8 | -11% | 1.1 | 2%
COc1ccc(OC)c(S(=O)(=O)N2CCN(c3ccccc3OC)CC2)c1 | . | . | 0.2% | . | . | . | i | 0.4 | 3% | . | 11%
CCN(CC)S(=O)(=O)c1ccc(C(=O)NCc2cccs2)cc1 | -5% | -3% | 1.8% | 3 | 14 | -4.8% | i | 2.0 | 16% | 1 | 4%
COc1ccc(Cl)cc1N(CC(=O)NCC(C)C)S(=O)(=O)c1ccc(C)c([N+](=O)[O-])c1 | -7% | 16% | 0.8% | -3 | 24 | -5.9% | i | 0.7 | -4% | 1.5 | 0%
Cc1[nH]c2ccccc2c1N=Nc1ccccc1C(=O)O | -23% | -27% | 9.3% | 12 | 7 | -7.9% | i | 0.4 | 5% | 0.8 | 6%
CC1Cc2cc(C(=O)O)ccc2O1 (stereo not given) | 0% | -3% | 1.0% | 13 | -6 | -3.0% | i | 0.5 | -17% | 1.1 | 3%
Cn1nnnc1NCc1cccc(Cl)c1Cl | 8% | 6% | -0.6% | 18 | 6 | -6.2% | i | 0.6 | 2% | 1.1 | 3%
Cn1nc(C(=O)NCCc2ccc(S(N)(=O)=O)cc2)c2ccccc2c1=O | . | . | -1.8% | . | . | . | i | 0.7 | -3% | . | 0%
O=C(CSc1nc2ccccc2s1)NCCOc1ccccc1 | -1% | 13% | 1.9% | -7 | -4 | -1.0% | i | 0.7 | -10% | 1 | -3%
CCNC(=S)N1CCN(c2nc(-c3cccc(OC)c3)cs2)CC1 | . | . | 4.3% | . | . | . | i | 0.5 | -7% | . | 8%
CCOC(=O)C1C(c2ccc(C(=O)O)cc2)NC(=O)NC1(O)C(F)(F)F (stereo not given) | . | . | 0.8% | . | . | . | i | 1.0 | -4% | . | 2%
COc1ccc(NC(=O)CSc2nnc(-c3cccnc3)n2Cc2ccco2)c(OC)c1 | 8% | 12% | . | -9 | -3 | -6.1% | i | 0.4 | -5% | 1.1 | -2%
O=C(CCN1CCCCC1)NNC(=S)NC(=O)c1ccc(Br)cc1 | 10% | 8% | -1.2% | 11 | -13 | -5.7% | i | 0.5 | -5% | 1.7 | -6%
CCc1ccc2c(c1)CCCN2C(=O)c1ccccc1C(=O)O | -10% | 0% | 2.6% | 1 | 8 | -4.4% | i | 1.0 | -4% | 1 | 1%
Cn1c(CCCOc2ccc(Cl)cc2Cl)n[nH]c1=S | 7% | 10% | 9.1% | 1 | 15 | -3.2% | i | 0.2 | -4% | 1 | 8%
O=C(COc1cccnc1[N+](=O)[O-])NCc1ccc(F)cc1 | . | . | 0.2% | . | . | . | i | 0.5 | 12% | . | -3%
Cc1ccc(NC(=O)Cn2c(=O)c(C)nc3ccccc32)cc1 | -3% | -16% | 2.5% | 2 | 3 | -8.9% | i | 0.4 | 3% | 1.1 | 0%
CCc1ccc(OC(=O)CN2C(=O)c3ccccc3C2=O)cc1 | . | . | 0.5% | . | . | . | i | 0.4 | 1% | . | -3%
Cc1nc2n[nH]c(N)c2c2c1CCCC2 | . | . | ? | . | . | . | i | 0.5 | -7% | . | -3%
COC(=O)c1ccc2c(=O)n(Cc3ccco3)c(SCC(=O)Nc3ccccc3Cl)nc2c1 | 7% | 9% | -1.6% | 1 | -7 | -7.8% | i | 1.9 | 13% | 1.1 | 3%
c1ccc(-c2csc3ncn4nnnc4c23)cc1 | 9% | 8% | 2.1% | 8 | 8 | 1.0% | i | 1.1 | -12% | 1.3 | -1%
N#Cc1ccc(CSc2nnc(COc3ccccc3)n2-c2ccccc2)cc1 | 3% | 7% | 2.2% | -12 | 6 | 2.7% | i | 2.2 | -13% | 1.1 | -1%
Cc1cccc(C(=O)NN2S(=O)(=O)c3ccccc3S2(=O)=O)c1 | -72% | -72% | 1.6% | 5 | 22 | -2.2% | i | 0.8 | -10% | 1 | 0%
Cc1oc(-c2ccc(Cl)cc2)nc1CS(=O)CC(=O)NCCCN1CCN(Cc2ccccc2)CC1 (stereo not given) | . | . | 4.2% | . | . | . | i | 1.8 | 8% | . | -7%
O=C(NCc1cccnc1)C(=O)NCC1OCCN1S(=O)(=O)c1cc(F)ccc1F (stereo not given) | . | . | 0.1% | . | . | . | i | 0.8 | -3% | . | 13%
CC(O)CNCCCOc1ccccc1OCc1ccccc1 (stereo not given) | -4% | 0% | -2.4% | -7 | -13 | -3.1% | i | 0.3 | -4% | 1.1 | 4%
N#CCC(=O)Nc1ccccc1C(=O)O | -7% | -7% | 1.4% | 3 | 1 | -3.2% | i | 0.0 | 18% | 1.1 | 4%
Clc1ccc(Cn2ccc(-c3ccc4c(c3)OCO4)n2)cc1Cl | 2% | 12% | 20% | 4 | 2 | -3.4% | i | 0.7 | 2% | 1 | 0%
Cc1ccc(NC2(C(F)(F)F)N=C(c3ccccc3)NC2=O)nc1 (stereo not given) | 5% | 14% | 0.9% | 9 | 0 | -6.0% | i | 0.4 | -3% | 1.1 | 9%

Further results:
SMILES | PMI inhibition | PMI inhibitors | RSV antiviral HEp-2 | WT yeast gro inh | WT yeast gro inh mutant strain | XIAP displacement | Myeloid diff 2 | Myeloid diff 2 GFP+ MAC1+ % | PhoP inhibition | TNAP activators | Siah-1 displacement
Cc1ccc(S(=O)(=O)NC(=O)c2cccc(Br)c2)cc1 | . | . | 2.5% | . | . | . | i | 0.7 | -2% | . | 3%
CC(C)c1ccc(S(=O)(=O)Nc2ccc(SC(F)F)cc2)cc1 | 21% | 28% | 0.9% | 85* | 82* | -8.7% | i | 0.2 | 25% | 1.1 | 0%
COCCn1c(SCc2cccnc2)nnc1-c1c[nH]c2ccccc12 | -5% | -3% | 0.8% | -13 | -17 | -6.1% | i | 1.3 | 5% | 1.1 | -1%
COc1ccc(-c2nnc(SCC(=O)NCc3cccs3)n2CC(C)C)cc1 | -2% | 4% | 1.1% | 4 | 28 | -2.8% | i | 0.6 | -7% | 1.2 | 2%
Cc1noc(C)c1COc1ccccc1C(=O)NC1CCC(C)CC1 (stereo not given) | . | . | 1.9% | . | . | . | i | 1.5 | 13% | . | -6%
CC1CCCN(c2c3c(nc4ccccc24)CCCC3)C1 (stereo not given) | . | . | 6.5% | . | . | . | i | 0.6 | 2% | . | -2%
Cc1cccc(OCc2cc(-c3ccccc3)no2)c1C | . | . | 8.8% | . | . | . | i | 0.3 | 23% | . | 0%

Part of the list above, showing only WT yeast gro inh and RSV antiviral HEp-2.
SMILES | WT yeast gro inh | RSV antiviral HEp-2
CC(C)c1ccc(S(=O)(=O)Nc2ccc(SC(F)F)cc2)cc1 | 85* | 0.9%
COCCn1c(SCc2cccnc2)nnc1-c1c[nH]c2ccccc12 | -13 | 0.8%
